Assay outcomes deposited in PubChem BioAssay by National Center for Advancing Translational Sciences (NCATS).
BAZ2B inh = qHTS Assay for Inhibitors of BAZ2B. Bromodomain adjacent to zinc finger domain protein 2B (Homo sapiens), Q9UIF8. Potency, µM (top dose mostly 114 µM), inactives show at the top dose activity change, negative = inhibition, usual class: inhibitors. AID 504333, 2011. 4.4% of 360,000 active. AlphaScreen BAZ2B-H3K14Ac peptide displacement; note: % is set by controls: 0 for no effect and ±100 for the full control effect; nearly all actives have a fitted effect of over 60% in size
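Complex of BAZ2B and biotin-H3K14Ac (50 nM apiece) forms over 30 min at RT, then faces library compounds up to 110 uM for another 30 min; AlphaScreen beads added, 20 min dark incubation, luminescence read.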
G9a block = qHTS Assay for Inhibitors of Histone Lysine Methyltransferase G9a. 8.8% of 350,000 active. G9a H3K9 monomethylation, AlphaScreen, 2 h. AID 504332, 2011. Potency, µM (highest dose often 102 µM), for the others: top-dose activity, negative = inhibition, actives largely listed as inhibitors; note: % is set by controls: 0 for no effect and ±100 for the full control effect; nearly all actives have a fitted effect of over 75% in size
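Signal arises when biotinylated H3K9 peptide, once monomethylated, bridges streptavidin donor and antibody-captured acceptor beads. Enzyme at 20 nM was preincubated 15 min with test compounds; peptide 500 nM and SAM 20 uM then reacted for 2 h.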
POLI inh = qHTS for Inhibitors of Polymerase Iota; DNA polymerase iota (Homo sapiens), Q9UNA4; Pol iota fluorescent replication assay, 10 min; Potency, µM (top dose mostly 115 µM), for inactives: top-dose activity, negative = inhibition, usual class: inhibitors; 1% of 390,000 active; AID 588590, 2011
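Fluorescent replication assay read twice, at 0 min and 10 min after adding 50 nM (final) substrate. Enzyme (10 nM) and compounds were first incubated 15 min at room temperature; enzyme-free buffer wells were negative controls.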
POLH inh = qHTS for Inhibitors of Polymerase Eta; AID 588591, 2011; Potency, µM (series often up to 114 µM), without a hit: at the top dose activity change, negative = inhibition, usual class: inhibitors; 1.2% of 390,000 active; recombinant Pol eta, fluorescent DNA replication assay; note: % is set by controls: 0 for no effect and ±100 for the full control effect
Target sequence (Q9Y253 whole entry, looked up): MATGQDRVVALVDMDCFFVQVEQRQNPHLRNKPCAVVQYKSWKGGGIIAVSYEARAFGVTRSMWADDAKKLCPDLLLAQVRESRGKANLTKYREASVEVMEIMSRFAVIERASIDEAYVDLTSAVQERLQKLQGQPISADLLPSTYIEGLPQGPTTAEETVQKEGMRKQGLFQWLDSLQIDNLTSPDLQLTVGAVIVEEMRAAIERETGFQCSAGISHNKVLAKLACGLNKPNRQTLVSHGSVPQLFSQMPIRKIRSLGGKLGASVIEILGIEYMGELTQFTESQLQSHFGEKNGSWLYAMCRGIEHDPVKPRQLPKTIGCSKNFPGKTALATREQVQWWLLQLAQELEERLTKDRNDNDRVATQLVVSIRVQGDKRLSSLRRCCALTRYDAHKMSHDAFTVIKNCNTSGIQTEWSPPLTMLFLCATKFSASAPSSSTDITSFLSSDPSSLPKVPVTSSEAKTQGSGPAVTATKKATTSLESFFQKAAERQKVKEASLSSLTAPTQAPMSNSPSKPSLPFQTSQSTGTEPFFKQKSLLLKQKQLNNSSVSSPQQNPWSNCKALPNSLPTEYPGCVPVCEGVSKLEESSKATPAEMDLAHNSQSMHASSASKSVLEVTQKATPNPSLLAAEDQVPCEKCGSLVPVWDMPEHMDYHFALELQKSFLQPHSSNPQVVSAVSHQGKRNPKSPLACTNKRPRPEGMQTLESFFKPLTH
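Pol eta (10 nM) was preincubated with compounds for 15 min at room temperature, after which fluorescent replication substrate (50 nM final) was added to start the reaction. Fluorescence was read kinetically at 0 and 10 min.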
BLM inh = qHTS Assay for Inhibitors of Bloom's syndrome helicase (BLM); 0.2% of 350,000 active; recombinant BLM DNA unwinding, fluorescence dequenching; Potency, µM (titrated, usually from 56.1 µM), without a hit: at the highest dose activity change, negative = inhibition, most hits filed as inhibitors; RecQ-like DNA helicase BLM (Homo sapiens), P54132; AID 2528, 2010;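 note: plate controls were vehicle for no effect and no enzyme for full effect; nearly all actives have a fitted effect of over 35% in size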
Pol kappa inh = qHTS for Inhibitors of Polymerase Kappa | DNA polymerase kappa (Homo sapiens), Q9UBT6 | purified Pol kappa, fluorescent DNA synthesis assay, 10 min | Potency, µM (highest dose often 107 µM), for the others: at the top dose activity, negative = inhibition, actives largely listed as inhibitors | 0.53% of 400,000 active | AID 588579, 2011; note: % is set by controls: 0 for no effect and ±100 for the full control effect
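Fluorescent qHTS in 1536-well format: enzyme (10 nM) and compound sat 15 min at room temperature before 50 nM substrate (final) was added. Signal taken at 0 and 10 min; no-enzyme buffer wells were negative controls.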
APEX1 inh = qHTS Assay for Inhibitors of the Human Apurinic/apyrimidinic Endonuclease 1 (APE1); DNA repair nuclease/redox regulator APEX1 (Homo sapiens), P27695; recombinant APE1, TAMRA/BHQ-2 abasic DNA cleavage fluorescence; Potency, µM (highest dose often 65.8 µM), for the others: at the highest dose activity change, negative = inhibition, hits mostly inhibitors; 0.35% of 350,000 active; AID 2517, 2012;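 note: plate controls were vehicle for no effect and reference inhibitor for full effect; nearly all actives have a fitted effect of over 55% in size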
Target sequence (P27695 whole entry, looked up): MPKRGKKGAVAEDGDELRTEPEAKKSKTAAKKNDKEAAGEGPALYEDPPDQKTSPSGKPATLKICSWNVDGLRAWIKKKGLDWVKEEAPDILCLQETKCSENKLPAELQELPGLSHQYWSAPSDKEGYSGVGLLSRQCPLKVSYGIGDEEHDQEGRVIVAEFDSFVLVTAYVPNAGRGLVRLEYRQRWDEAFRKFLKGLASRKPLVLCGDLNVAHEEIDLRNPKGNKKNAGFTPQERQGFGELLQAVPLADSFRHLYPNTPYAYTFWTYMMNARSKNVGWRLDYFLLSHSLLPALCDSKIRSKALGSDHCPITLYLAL
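Substrate: short duplex with […] THF abasic site, 5'-TAMRA and 3'-BHQ-2, 50 nM final. APE1 at 0.75 nM, preincubated 15 min RT with compound. Fluorescence increase from first to third read measured activity.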
Pol beta inh = qHTS Assay for Inhibitors of DNA Polymerase Beta. Pol beta primer extension/strand displacement, fluorescence kinetic. Potency, µM (top dose mostly 114 µM), without a hit: at the highest dose activity change, negative = inhibition, actives largely listed as inhibitors. 1.3% of 340,000 active; note: % is set by controls: 0 for no effect and ±100 for the full control effect
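Reaction started by 50 nM substrate onto compound-treated Pol beta (10 nM, 15 min preincubation, room temperature); plates read at 0 min and 10 min. Normalized concentration-effect data fitted by four-parameter Hill equation.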
Anesthetic bind = qHTS Assay for Identification of Novel General Anesthetics | Ferritin light chain (Equus caballus), P02791 | apoferritin/1-aminoanthracene competitive binding, fluorescence | Potency, µM (titrated, usually from 77.5 µM), for inactives: top-dose activity change, negative = displacement, hits mostly inhibitors | 0.074% of 350,000 active; note: % is set by controls: 0 for no effect and ±100 for the full control effect; nearly all actives have a fitted effect of over 20% in size
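Steps: apoferritin (10 uM) was premixed with half-saturated 1-AMA in PBS, compounds were pin-transferred, plates stood 10 min at room temperature, fluorescence was read at 380/535 nm, and curves were fitted with a Hill equation.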
An asterisk follows results filed as active; ? = inconclusive; / = no result given; & = joins results of further samples; [ ] = remark or other dose. Calls come from the whole dose curve; as a rule, active = well fitted curve in the direction sought with a large enough effect; inconclusive = small, poorly fitted or top-dose-only effect, or another doubt; inactive = no such curve, though single readings can be large; an effect the other way counts as inactive or inconclusive. Potency is the fitted concentration of half-maximal effect. This is a subset, so the mix of outcomes need not match the whole.

structure	BAZ2B inh	G9a block	POLI inh	POLH inh	BLM inh	Pol kappa inh	APEX1 inh	Pol beta inh	Anesthetic bind
CC(C)N(C(=O)Cn1cc(S(=O)(=O)Cc2ccc(Cl)cc2)c2ccccc21)C(C)C	-3%	5%[59 µM]	-2%	/	-7%	1%	/	33%	-4%
O=C(Nc1ccc(S(=O)(=O)N2CCN(c3ccccc3)CC2)cc1)c1cccs1	14%	?	0%	-15%	3%	-13%	0%	9%	-7%
CCOC(=O)c1cc(NC(=O)Nc2nc3ccccc3s2)c(C)nc1C	11%	-3%	4%	-10%	-5%	-10%	-1%	38%	-4%
O=C(c1c(Cl)nc2sccn12)N1CCN(c2cccc(Cl)c2)CC1	6%	-10%	3%	-7%	-4%	1%	-7%	-1%	-16%
CC(=O)NC(C)C(c1cccs1)N1CCN(c2ccccc2)CC1 (configuration not stated)	-30%	28%	13%	-6%	-1%	-10%	-6%	1%	-8%
CCOc1ccc(-c2c(C(=O)N/N=C/c3ccc(O)cc3)nnn2-c2nonc2N)cc1	-11%	/	45%[activator]	-7%	-7%	-1%	5%	32%	-15%
CCC(C)NC(=O)c1csc2c1CCCCC2 (configuration not stated)	12%	4%[12.7 µM]	13%	2%	-3%	-19%	7%	25%	?
O=C(CCC(=O)Nc1nnc(C2CCCCC2)s1)Nc1ccccc1	-5%	-6%	45%[activator]	-9%	0%	0%	13%	25%	-5%
CC(C)C[C@H](NC(=O)c1[nH]cnc1C(=O)N[C@@H](Cc1ccccc1)C(=O)OCc1ccccc1)C(=O)OCc1ccccc1	-2%	/	-5%	-8%	-19%	-10%	-16%	-6%	-10%
Cc1ccc(Cn2nnc3c(=O)[nH]c(C4CCN(S(=O)(=O)c5ccc(F)cc5)CC4)nc32)cc1	13%	-16%[59 µM]	14%	-13%	7%	-10%	-1%	-6%	1%
COCC(=O)N1CCC2(CC1)CCN(C(=O)Nc1cccc(F)c1)CC2	/	-2%[12.7 µM]	/	/	4%	0%[60.1 µM]	5%	/	/
Cc1ccc(S(=O)(=O)N(C)C)cc1NC(=O)CSc1nc2ccccc2[nH]1	7%	7%[59 µM]	-13%	0%	-1%	-4%	1%	24%	-18%
O=C1CC2(CCN(C(=O)c3cccc(F)c3)CC2)Oc2ccccc21	5%	-2%	-13%	-18%	/	10%	24%	/	/
O=C(NCc1ccccc1)c1cc(S(=O)(=O)N2CCC3(CC2)OCCO3)ccc1F	-20%	0%[59 µM]	-14%	-10%	-8%	9%	-2%	32%	-14%
CCc1ccccc1NC(=O)Cn1c(=O)n(-c2cccc(C)c2)c(=O)c2c1c1cc(OC)ccc1n2C	?	0%[59 µM]	13%	-17%	-4%	-10%	/	2%	7%
O=C1c2cccnc2C(O)N1Cc1ccco1 (configuration not stated)	10%	6%[59 µM]	-7%	-3%	-2%	-20%	-2%	-1%	0%
C=CCN1C(=O)/C(=C2/Sc3ccc(OC)cc3N2C)SC1=Nc1cccc(O)c1	-9%	2%[12.7 µM]	3%	-11%	-11%	-4%	13%	26%	4%
COc1ccccc1NC(=O)COc1ccc(C(=O)OCC(=O)N(C(C)C)C(C)C)cc1OC	4%	?	19%	-20%	-6%	6%	18%	34%	5%
CSc1nnc2c3c4c(sc3c(=O)n(-c3ccccc3)n12)CC(C)(C)OC4	-31%	?	26%	-9%	-4%	0%	2%	5%	?
O=C(CN1CCN(Cc2ccccc2Cl)CC1)N/N=C/c1ccco1	-13%	-6%	55%[activator]	-18%	-3%	5%	0%	9%	-4%
CCN(CC)CCN1C(=O)C(=O)/C(=C(/O)c2c(C)[nH]c(C(=O)OC)c2C)C1c1ccccc1OC (configuration not stated)	-6%	?	-1%	4%	2%	0%	12%	16%	-1%
Cc1ccccc1C(=O)NCCSc1ccccc1	2%	-14%[12.7 µM]	13%	-9%	-3%	-6%	1%	7%	-21%
CCCOc1ccc(CN(C(=O)Cc2coc3ccc(CC)cc23)C2CCS(=O)(=O)C2)cc1 (configuration not stated)	-20%	-23%[59 µM]	7%	-27%	-13%	-5%	/	-2%	-3%
COc1ccc([N+](=O)[O-])cc1NC(=O)CC1SC(=Nc2cccc(C)c2C)N(/N=C(\C)c2ccc(C)cc2)C1=O (configuration not stated)	-23%	?	145%[activator]	-9%	-7%	-14%	5%	-1%	-12%
COC(=O)c1cc(-c2ccccc2)c2c(=O)n(C)c(=O)n(C)c2n1	0%	/	/	/	-2%	/	8%	-1%	2%

Quoted at random: 3 compounds from above, in no set order.
structure	BAZ2B inh	G9a block	POLI inh	POLH inh	BLM inh	Pol kappa inh	APEX1 inh	Pol beta inh	Anesthetic bind
CC(C)C[C@H](NC(=O)c1[nH]cnc1C(=O)N[C@@H](Cc1ccccc1)C(=O)OCc1ccccc1)C(=O)OCc1ccccc1	-2%	/	-5%	-8%	-19%	-10%	-16%	-6%	-10%
CCc1ccccc1NC(=O)Cn1c(=O)n(-c2cccc(C)c2)c(=O)c2c1c1cc(OC)ccc1n2C	?	0%[59 µM]	13%	-17%	-4%	-10%	/	2%	7%
COC(=O)c1cc(-c2ccccc2)c2c(=O)n(C)c(=O)n(C)c2n1	0%	/	/	/	-2%	/	8%	-1%	2%

Further compounds.
structure	BAZ2B inh	G9a block	POLI inh	POLH inh	BLM inh	Pol kappa inh	APEX1 inh	Pol beta inh	Anesthetic bind
O=C1CC2C(CC(OC(=O)c3ccc(-c4ccccc4)cc3)C2CO)O1 (configuration not stated)	5%	9%[12.7 µM]	-8%	-9%	-10%	-6%	-4%	29%	-13%
Nc1ncnc2c1ncn2[C@H]1C[C@H](O)[C@@H](CO)O1	3%	20%	21%&-3%	-8%	1%	17%&-18%	3%	11%	5%
O=C(N/N=C\c1ccc(Cl)cc1Cl)c1sccc1-n1cccc1	?	11%[59 µM]	0%	-19%	-4%	-8%	-5%	13%	?
O=c1ccn([C@@H]2O[C@H](CO)[C@@H](O)[C@H]2O)c(=O)[nH]1	12%	-40%[59 µM]	?	-15%	-5%&0%	1%	18%&-4%	33%	-10%
Cc1c(Nc2c3c(c(C#N)c4nc5ccccc5n24)CCC3)c(=O)n(-c2ccccc2)n1C	-30%	50µM*	/	/	-2%	/	-8%	36%	4%
Cc1cccc(N2C(=O)c3cccc4c(N)ccc(c34)C2=O)c1	27%	/	11%	-5%	-2%	-40%	-6%	7%	307%[activator]
CCCn1nnnc1SCC(=O)Nc1cccc(NC(=O)c2ccco2)c1	3%	?	14%	7%	-3%	-1%	-1%	-2%	0%
COc1ccc(OC)c(CNc2ccc(F)c(Cl)c2)c1	?	50µM*	-8%	-5%	-5%	-7%	-2%	0%	?
CN(C)c1cccc(/C=C(\C#N)c2ccccc2)c1	-36%	45µM*	-23%	-4%	-9%	3%	-4%	12%	-10%
CCOC(=O)C1CCN(C(=O)CSc2n[nH]c(-c3ccccc3)n2)CC1	3%	-23%[59 µM]	30%	-11%	-9%	1%[60.1 µM]	/	3%	-4%
CC(=O)Nc1cc(C)c(S(C)(=O)=O)c(C)c1	6%	-7%[59 µM]	20%	-8%	1%	-3%	-3%	-1%	-5%
NS(=O)(=O)c1ccc(N/C=C\C(=O)c2ccc3ccccc3c2)cc1	?	8.9µM*	28%	?	-19%	-15%	1%	7%	-5%
C(#CC1CCCCC1)c1ccc2c(c1)COc1c3ccccc3nn1-2	1%	-3%[12.7 µM]	-2%	-5%	-2%	3%	2%	-2%	1%
O=C(Nc1ccc(Cl)c(S(=O)(=O)N2CCOCC2)c1)c1ccccc1-c1ccc(C(F)(F)F)cc1	6%	16%[59 µM]	262%[activator]	-14%	-11%	-11%	19%	12%	-10%
Cc1cc(C)c(NC(=O)CSc2nnc(CNC(=O)c3ccco3)o2)c(C)c1	2%	11%[0.0925 µM]	13%	-2%	0%	-7%	0%	8%	0%
COc1ccccc1Oc1coc2c(CN3CCOCC3)c(O)ccc2c1=O	-2%	11%[59 µM]	59%[activator]	-18%	-2%	-8%	-1%	2%	82%[activator]
Cc1nnc(NC(=O)CSc2n[nH]c(-c3ccccc3C)n2)s1	-19%	-2%	17%	-7%	-2%	-5%	17%	34%	-7%
CCOC(=O)c1cccc(NC(=O)NCc2cccn2Cc2ccccc2)c1	-7%	7%[59 µM]	-16%	-3%	-4%	0%	/	8%	126%[activator]
CCOn1c(=O)c(-c2ccc(Br)cc2)[n+]([O-])c2ccccc21	5%	20%	37%[activator]	-19%	-1%	-2%	?	32%	-1%
COc1cccc(-c2ccc(NC(=O)C3CCCN(Cc4ccc(CO)o4)C3)cc2)c1 (configuration not stated)	?	-1%	-7%	-10%	0%	-3%	-13%	7%	?
CCOC(=O)c1c(C)[nH]c(C(=O)O)c1C	?	-37%[59 µM]	5%	-5%	-6%	-30%	5%	0%	-2%
O=C(CC1CC2CCC1C2)NCc1cccs1 (configuration not stated)	10%	-6%[12.7 µM]	-2%	-10%	-1%	-3%	-4%	0%	-15%
Cc1cc(C(=O)CCC(=O)N(C)CC(=O)Nc2c(Cl)cccc2Cl)c(C)s1	-2%	-31%	-1%	-19%	/	-11%	17%	/	/
